High-throughput results: PubChem BioAssay, several laboratories
NS3 helicase inh = HCV NS3 helicase inhibition; NS3 helicase DNA unwinding, Cy5 molecular beacon fluorescence; inhibition, % at 10.9 µM; 290,000 compounds, 0.56% hits; AID 1800;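 active means inhibition above the mean of all tested compounds plus 3 SD, set per campaign, cut at about 35% in these data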;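 further: 0% = DMSO wells and 100% = thioflavine S control wells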
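Assay system: hepatitis C virus NS3 helicase domain fragment enzyme. Also added: annealed dual-labelled DNA beacon duplex, ATP-started. Timing: 1 h reaction at 25 °C, ATP-initiated. Technique: Cy5 fluorescence at 0 and 60 min, beacon hairpin quenching. Evaluation: % inhibition of unwinding. Replication: one well per compound.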
IMP-1 inh = inhibitors of Pseudomonas aeruginosa IMP-1 metallo-beta-lactamase | inhibition, % at 5.6 µM | purified IMP-1, nitrocefin hydrolysis, epi-absorbance fluorescence | 290,000 compounds, 0.45% hits;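 active means inhibition above the mean plus 3 SD of all compounds in the same screening run, cut at about 4.5% in these data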;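 further: 0% = IMP-1 with DMSO and 100% = DMSO wells lacking enzyme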
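system = purified recombinant IMP-1 beta-lactamase | amount = 0.2 nM IMP-1, as dispensed | medium = HEPES buffer pH 7.1 with ZnSO4 and Brij 35 | times = 25 °C, 15 min preincubation, 25 min reaction | detection = plate fluorescence quenching by hydrolysis product, ex 480/em 530 nm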
DNA FID counter = displaces DNA intercalator in HCV helicase counter-screen; DNA fluorescent intercalator displacement, fluorescence; 290,000 compounds, 0.17% hits; inhibition, % at 7.9 µM; in the data active means inhibition above about 37%;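 further: 0% = vehicle and 100% = reference compound; higher means more ethidium bromide displaced from hairpin DNA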
VIM-2 inh = blocks Pseudomonas aeruginosa VIM-2 metallo-beta-lactamase; purified VIM-2, nitrocefin hydrolysis, epi-absorbance fluorescence; inhibition, % at 5.6 µM; 290,000 compounds, 0.89% hits;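 active means inhibition above the mean of all tested compounds plus 3 SD, cutoff set per screening run, cut at about 7.5% in these data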;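 further: red hydrolysis product quenches plate fluorescence so inhibitors raise well fluorescence; 0% = enzyme with DMSO and 100% = DMSO without enzyme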
SUMO HTRF inh = blocks human SUMOylation mediated by UBC9; P63279; HTRF SUMOylation assay, SAE1/SAE2 + UBC9, in vitro; inhibition, % at 35 µM; 290,000 compounds, 0.36% hits; AID 2006; in the data active means inhibition above about 50%, passing the limit was not always enough; further: strong numbers were not always called active
Target sequence (P63279 whole entry, looked up): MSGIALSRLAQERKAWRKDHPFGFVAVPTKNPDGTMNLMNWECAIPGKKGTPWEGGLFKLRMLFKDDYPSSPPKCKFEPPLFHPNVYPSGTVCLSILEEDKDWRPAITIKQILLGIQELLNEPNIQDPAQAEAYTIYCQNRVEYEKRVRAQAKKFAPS
M18AAP inhibitor = PfM18AAP enzyme inhibition; recombinant PfM18AAP, H-Glu-NHMec fluorogenic cleavage; inhibition, % at 7.35 µM; 290,000 compounds, 1.2% hits; AID 1822;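 active means inhibition above the campaign mean inhibition over all tested compounds plus 3 SD, cut at about 28% in these data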;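 further: 0% = plate median of test compound wells and 100% = 2 mM ZnCl2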
NALP1 yeast inh = inhibitors of NALP1 inflammasome in yeast | S. cerevisiae NALP1/ASC/caspase-1 growth, X-gal OD620, 72 h | inhibition, % at 10 µM | 280,000 compounds, 0.61% hits | AID 2071; in the data active means inhibition mostly above about 24%, no sharp cut-off; inactive means mostly below about 32%; further: some compounds called inactive have numbers as strong as hits
MEKK2wt PB1 HTS = raises or lowers MEK5 binding to wildtype human MEKK2 PB1 domain; Q9Y2U5; bead flow cytometry, Alexa488-MEK5 binding to MEKK2 WT; actives lie on both sides; binding response (% of control), % at 10 µM; 290,000 compounds, 1.1% hits; in the data active means binding response below about 67% or above about 130%
MEKK2mut PB1 HTS = signal of MEK5 binding to mutant human MEKK2 PB1 domain | percent response, % at 10 µM | AID 1530 | 290,000 compounds, 0.35% hits | bead flow cytometry, Alexa488-MEK5 binding to MEKK2 mutant; in the data active means percent response above about 24%, passing the limit was not always enough; further: inactives centre near 1; some results filed as inactive read as strong as hits; reference of the scale not given here
Starred values were filed as active, the others as inactive; · = not tested or not shown.

SMILES | NS3 helicase inh | IMP-1 inh | DNA FID counter | VIM-2 inh | SUMO HTRF inh | M18AAP inhibitor | NALP1 yeast inh | MEKK2wt PB1 HTS | MEKK2mut PB1 HTS
Cc1ccc2cc(NC(=O)c3ccc(C(C)(C)C)cc3)ccc2n1 | -15 | -0.7 | -12 | 0.6 | 2 | -10 | 29 | 105 | 2
Cc1ccc(S(=O)(=O)N(C(=O)c2ccncc2)c2ccc(OC(=O)c3ccncc3)c3ccccc23)cc1 | 0 | -3.7 | 2 | -3.0 | -6 | 1 | 48* | 115 | 11
O=C(Nc1ccc2c(c1)OCO2)c1cnn2cccnc12 | 17 | -2.5 | 0 | -0.8 | 22 | 10 | -3 | 100 | 0
CCOC(=O)c1c(-n2cnnn2)sc2c1CCCC2 | 9 | -1.9 | -8 | -1.4 | 14 | -4 | -2 | 96 | 4
Cc1ccc(OCC(=O)N/N=C2/SCC(=O)N2Cc2ccco2)cc1 | 2 | -1.9 | -14 | -2.8 | -4 | -2 | 13 | 100 | 7
CCc1ccc(NC(=O)C2CCCN2S(=O)(=O)c2ccc3c(c2)C(C)(C)C(=O)N3C)cc1 (stereo not drawn) | -8 | -3.8 | -38 | -1.9 | -10 | 4 | 15 | 94 | 0
Cn1nnc(NC(=O)c2ccc3ccccc3c2)n1 | 2 | -3.3 | 0 | -2.1 | 32 | 8 | 16 | 109 | 4
O=C(NCC(c1ccco1)N1CCCC1)c1cccc(S(=O)(=O)Nc2ccc(Br)cc2)c1 (stereo not drawn) | -68 | -2.8 | 10 | -0.9 | 2 | 4 | 13 | 127 | 11
COCC(=O)Nc1ccccc1Br | -3 | -3.8 | 1 | -1.8 | -8 | 1 | 12 | 97 | -1
O=C1CSC(=S)N1/N=C/c1cc(Br)ccc1O | 27 | -2.0 | -11 | -3.1 | -11 | 35* | -3 | 101 | 0
COc1cccc(C2CC(C(F)(F)F)n3ncc(C(=O)NC(C)(C)C)c3N2)c1 (stereo not drawn) | -1 | -2.3 | -16 | -1.9 | 22 | -8 | 13 | 96 | 1
CCOc1ccccc1NC(=O)CN1C(=O)COc2ccc(Cl)cc21 | 23 | -2.7 | -11 | -4.2 | 2 | 5 | 10 | 94 | -1
O=C(NN1C(=O)c2ccccc2NC1c1ccccn1)c1ccccc1 (stereo not drawn) | 9 | -4.4 | -2 | -4.6 | 1 | 20 | 16 | 102 | 2
CC(Sc1nnc(C(F)(F)F)n1C)C(=O)NC(N)=O (stereo not drawn) | -1 | -2.8 | 3 | -2.9 | -1 | 0 | 2 | 109 | 3
CC(C)(C)NC(=O)C1CCN(C(=O)c2ccc(-c3ccccc3)cc2)CC1 | -3 | 1.4 | -29 | -1.3 | 10 | 0 | 26 | 91 | -1
O=C(NCCCc1ccncc1)C1CCC(=O)N(Cc2ccc(Cl)cc2)C1 (stereo not drawn) | 6 | -1.7 | -7 | -1.8 | -5 | -6 | 14 | 100 | -1
O=C(c1cccs1)N1CCN=C1SCc1cccc(F)c1 | -16 | -2.4 | 1 | -3.0 | 12 | 1 | · | 106 | 6
CCN(CC)C(=O)C1CC(=O)N(c2ccc(F)c(Cl)c2)C1 (stereo not drawn) | 0 | -1.4 | -5 | -2.8 | 23 | -3 | -5 | 102 | 5
COc1nc(OCC#N)nc(N(C)C)n1 | -1 | -0.9 | 3 | -2.5 | -4 | 0 | -5 | 105 | 13
CC(C)(C)c1ccc(S(=O)(=O)Nc2noc3ccccc23)cc1 | 6 | -0.5 | -22 | -1.6 | 20 | -8 | 6 | 102 | 0
Cc1cc(SCC(=O)c2cccs2)nc2c(C)cccc12 | 16 | -2.1 | -7 | 0.6 | 6 | 2 | 4 | · | ·
O=C(NC1CC1)C1=C[C@H](c2ccc3c(c2)OCO3)C[C@H](OCc2ccc(CO)cc2)O1 | -4 | -1.9 | -28 | -0.8 | -15 | 2 | 4 | 102 | 5
CCN(CC)S(=O)(=O)c1ccc(N/N=C/c2cc(OC)c(OC)cc2OC)nc1 | 1 | -5.2 | -6 | -4.3 | 12 | 5 | 24 | 94 | 3
COc1ccc(S(=O)(=O)Nc2cccc(SC)c2)cc1OC | 9 | -1.8 | -11 | -1.2 | 6 | -2 | -4 | 96 | -3
Cc1ccc(NS(=O)(=O)c2cn(C)c(=O)n(C)c2=O)cc1C | 4 | -5.1 | -1 | -5.0 | 2 | 3 | -1 | 98 | 3
CCC(C)(C)NC(=O)c1cc([N+](=O)[O-])ccc1N1CCCCC1 | 6 | -1.3 | -19 | -2.1 | 6 | -10 | 18 | 105 | -1
O=C(NCc1cc(C(F)(F)F)ccc1F)C1CCC(=O)N(C2CCCCCC2)C1 (stereo not drawn) | -7 | 0.0 | -28 | 0.6 | 11 | -5 | 24 | 102 | -3
O=C(NCCCCc1ccccc1)c1ccccc1F | 1 | 2.7 | -8 | 0.5 | 8 | -7 | 22 | 106 | 3
O=C(CSc1n[nH]c(=O)n1-c1ccccc1)Nc1ccccc1 | 1 | -3.2 | -2 | -3.0 | 2 | 1 | 10 | 101 | -2
Cc1cccc(C)c1NC(=S)N(CCN(C)C)C(C)c1cccnc1 (stereo not drawn) | 12 | 1.0 | 2 | 3.0 | 14 | -16 | 9 | 96 | -10
CN(CC(=O)Nc1cccnc1Cl)S(=O)(=O)c1ccc(Cl)cc1 | 9 | -4.3 | -7 | -1.0 | 9 | -2 | 9 | 104 | 3
O=C1CCCN1CCC(=O)N1CCCC(Nc2ccc(F)c(F)c2)C1 (stereo not drawn) | -6 | -3.8 | -6 | -0.7 | 12 | -6 | 20 | 106 | 7
CC12CCC(C(=O)N(CC(=O)O)C1=O)C2(C)C (stereo not drawn) | 2 | -1.4 | 17 | -1.5 | -7 | -5 | 4 | 90 | -9
Cc1nc2cc(NC(=O)c3cccc(S(C)(=O)=O)c3)ccc2o1 | 8 | -0.1 | -4 | -1.1 | -12 | -1 | 33 | 94 | -9
CCOC(=O)C1=C(CS(=O)(=O)c2ccccc2)NC(=O)NC1c1ccc(O)c(OC)c1 (stereo not drawn) | 9 | -2.2 | -7 | -2.4 | 11 | -4 | · | 114 | 15
Nc1ccccc1-c1n[nH]c(=S)s1 | 1 | 0.3 | 7 | 2.7 | 20 | -3 | -23 | 82 | -8
COc1cc2[nH]c(=O)n(CCCCCC(=O)NCCc3c[nH]c4ccccc34)c(=O)c2cc1OC | 0 | -1.0 | -29 | -2.0 | 10 | 0 | 14 | 103 | 2
Cc1ccc(C2C(/C=C3/SC(=S)NC3=O)=C(c3cccs3)Oc3ccccc32)cc1 (stereo not drawn) | 11 | -0.9 | -8 | -0.9 | 39 | -2 | -2 | 76 | -6
COCCc1nn2c(=O)cc(COC(=O)c3cc(OC)c(OC)c(OC)c3)nc2s1 | 2 | -0.3 | -29 | -0.3 | 24 | -6 | 0 | 93 | 0
CN(C)N1C(N)=C(C#N)C(c2ccc(F)cc2)C2=C1CCCC2=O (stereo not drawn) | 6 | -3.4 | -10 | -2.5 | 4 | 12 | 16 | 102 | 4
O=C(NCC(=O)N1CCN(Cc2ccccc2)CC1)c1ccc(Br)cc1 | 0 | -1.6 | -17 | 0.2 | 9 | -17 | 23 | 110 | 4
Cc1cc(C)c(C)c(OCCCOc2cccc3cccnc23)c1 | -8 | -4.5 | -18 | -5.2 | -13 | 2 | 20 | 109 | 0
COc1ccc(CCC(C(O)C(F)(F)F)S(=O)c2ccccc2)cc1 (stereo not drawn) | 2 | -1.7 | -22 | -0.8 | -1 | 3 | 2 | 103 | 3
N#Cc1c(-c2ccccc2)nc(SCC(=O)N(c2ccccc2)c2ccccc2)[nH]c1=O | 16 | 0.0 | -6 | 0.6 | 14 | -9 | 24 | 108 | 8
CC1(C)CC(NC(=O)c2ccccn2)CC(C)(C)N1O | 15 | -2.1 | 5 | -1.1 | -4 | -8 | -4 | 103 | -7
CCC(=O)Oc1ccc(C(=O)Nc2cccc(C(=O)NC(C)(C)C)c2)cc1 | -6 | -2.1 | -25 | -0.1 | -4 | -6 | 10 | 99 | -1
CN(C)c1nc2c(c(=O)[nH]c(=O)n2C)n1CCCc1ccccc1 | 7 | -2.9 | -23 | -1.4 | 6 | 1 | -8 | 104 | 2
COC(=O)C1CCN(C(=O)COC(=O)CC(NC(N)=O)c2ccc(Cl)cc2)CC1 (stereo not drawn) | 7 | -3.2 | -19 | -1.1 | 11 | 1 | -3 | 107 | -1
COCCn1c(C)cc(C(=O)COC(=O)C23CC4CC(CC(O)(C4)C2)C3)c1C | 6 | -1.1 | -30 | -1.3 | 0 | -11 | 3 | 102 | 2
